Compound activity as filed in PubChem BioAssay.
zfTRPN1 agonist: zebrafish TRPN1 (NompC) channel agonism | HEK293 zebrafish TRPN1-YFP, Fluo-8 calcium fluorescence; 100% = response to 87 µM carbachol | activation, % at 3 µM | hit rate 0.18% among 220,000 | AID 1424;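 active = activation above its plate's cutoff, the mean activation of test wells on that plate plus 3 SD, cut at about 19% in these data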;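 note: 0% = DMSO alone and 100% = 87 µM carbachol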
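Material: zebrafish TRPN1-YFP in HEK293 cells; Doses: single test compound dose, 3 µM nominal, 0.3% DMSO; Timing: dye loading 1 h at 37 °C, then 30 min room temperature; Technique: intracellular calcium fluorescence with Fluo-8; Benchmarks: high carbachol 87 µM, low DMSO alone.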
Wee1 stabilizer: inhibitors of human Wee1 degradation | HeLa Luc-Wee1K328M stability, luciferase luminescence; 100% = proteasome inhibitor MG132 effect | AID 1321 | hit rate 1.2% among 220,000 | reporter increase, % at 5 µM;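 active = activation above the mean of all tested compounds plus 3 SD, set per screening run, cut at about 8.8% in these data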;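 note: cells exposed to compound for 20 h before luminescence read; 0% = DMSO alone and 100% = MG132 at 30 µM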
Target sequence (P30291 whole entry K328M): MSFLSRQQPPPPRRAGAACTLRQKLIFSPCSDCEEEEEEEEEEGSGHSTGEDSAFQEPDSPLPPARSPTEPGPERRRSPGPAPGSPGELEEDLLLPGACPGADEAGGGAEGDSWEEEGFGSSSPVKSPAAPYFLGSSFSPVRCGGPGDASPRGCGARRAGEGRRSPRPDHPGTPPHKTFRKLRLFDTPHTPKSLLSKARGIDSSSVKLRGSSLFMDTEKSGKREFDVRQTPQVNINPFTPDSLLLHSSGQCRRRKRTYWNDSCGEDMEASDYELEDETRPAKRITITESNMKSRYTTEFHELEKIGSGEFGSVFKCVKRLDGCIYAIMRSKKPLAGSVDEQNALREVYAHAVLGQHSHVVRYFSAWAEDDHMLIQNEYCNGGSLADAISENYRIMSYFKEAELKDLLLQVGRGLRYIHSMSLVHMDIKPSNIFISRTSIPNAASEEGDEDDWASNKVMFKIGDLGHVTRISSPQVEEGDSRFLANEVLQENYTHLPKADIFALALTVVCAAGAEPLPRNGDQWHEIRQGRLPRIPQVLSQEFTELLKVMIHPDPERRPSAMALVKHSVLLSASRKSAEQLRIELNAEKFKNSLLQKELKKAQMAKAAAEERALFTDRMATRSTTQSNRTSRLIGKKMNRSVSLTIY
TNF death inh: inhibitors of TNF-alpha induced necroptosis in Jurkat FADD-/- cells; Jurkat FADD-/- TNF necroptosis rescue, ATP luminescence, 24 h; 0 = TNF only, 100 = no-TNF cells; activation (protection from cell death), % at 10 µM; hit rate 0.068% among 220,000;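 active = activation, meaning protection from cell death, of at least 50% relative to plate controls; inactive = activation below 50%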;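 note: necroptosis triggered by 40 ng/mL TNF-alpha added together with compound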
TRPML3 agonist: agonists of human TRPML3 channel; hit rate 0.29% among 220,000; HEK293 TRPML3-YFP, Fluo-8 calcium fluorescence; 100% = the carbachol control signal; activation, % at 3 µM; Q8TDD5; AID 1448;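 active = activation above its plate's cutoff, the mean activation of the plate's test wells plus 3 SD, cut at about 12% in these data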;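 note: 0% = DMSO only wells and 100% = carbachol wells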
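Material: HEK293 cells stably carrying human TRPML3-YFP; compound dosing: single dose, 3 µM final nominal compound, 0.3% DMSO final; incubation: 1-h 37 °C dye load, 5-s basal, 120-s post-compound reads; technique: Fluo-8 intracellular calcium fluorescence, excitation 470-495 nm, emission 515-575 nm; read-out basis: percent activation from peak-to-basal fluorescence ratio, scaled between DMSO and carbachol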
RBBP9 inh: blocks human serine hydrolase RBBP9. inhibition, % at 7.94 µM. hit rate 0.2% among 220,000. O75884. recombinant RBBP9, FP-Rh probe fluorescence polarization;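 active = inhibition above the campaign mean of all tested compounds plus 3 SD, cut at about 14% in these data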;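 note: plate controls were DMSO wells with RBBP9 for no effect and wells lacking RBBP9 protein for full effect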
Target sequence (O75884 whole entry, looked up): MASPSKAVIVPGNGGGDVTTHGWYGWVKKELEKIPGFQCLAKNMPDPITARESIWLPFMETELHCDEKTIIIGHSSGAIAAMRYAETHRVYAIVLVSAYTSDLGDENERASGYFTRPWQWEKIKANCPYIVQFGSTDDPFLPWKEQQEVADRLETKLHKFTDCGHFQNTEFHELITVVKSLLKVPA
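System: RBBP9 protein / Quantity: 2.5 µM RBBP9 dispensing solution, before mixing / Also added: Serine-hydrolase probe FP-Rh, 375 nM pre-mixing / Dosing: 7.94 µM single dose, 0.794% DMSO / Timing: enzyme-compound preincubation 30 min, then probe labeling 45 min, 25 °C / Signal: FP readout at 525/598 nm / Controls: DMSO-treated enzyme wells and wells lacking RBBP9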
CHOP inh: CHOP inhibition in unfolded protein response; hit rate 3.8% among 220,000; AID 2732; CHO-K1 CHOP-promoter luciferase, tunicamycin-induced, 15-18 h; inhibition, % at 10 µM;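 active = compounds that reduced the stress-induced luciferase reporter signal by more than about 70% of percent inhibition, limit read from the data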;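 note: 0% = tunicamycin plus vehicle and 100% = wells without tunicamycin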
Ba/F3 V617F tox: lowers viability of Ba/F3 cells expressing EpoR and JAK2V617F; hit rate 1.1% among 220,000; inhibition, % at 5.6 µM; ATP luminescence;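 active = inhibition above the campaign mean plus 3 SD over all tested compounds, cut at about 24% in these data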;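 note: cytokine-independent growth of Ba/F3 cells driven by EpoR plus mutant JAK2; 0% = DMSO-treated cells and 100% = JAK inhibitor I control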
PPC-1+TRAIL kill: kills PPC-1 cancer cells in the presence of TRAIL; cell killing (% activity), % at 4 µM; PPC-1 cells + TRAIL, ATPLite viability luminescence; hit rate 0.41% among 220,000;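 active = cell killing above 50% in the first pass at 4 µM, then a duplicate retest at 5 µM averaging 50% or more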;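 note: plate controls were cells with TRAIL plus DMSO for no effect and medium-only wells lacking cells for full effect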
BaF3 tox: counter-screen for JAK2V617F inhibitors: parental Ba/F3 viability inhibitors | CellTiter-Glo ATP luminescence | inhibition, % at 5.6 µM | hit rate 1.1% among 220,000;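 active = inhibition above a per-campaign cutoff, the mean inhibition of all tested compounds plus 3 SD, cut at about 27% in these data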;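 note: 0% = DMSO wells and 100% = JAK Inhibitor I control wells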
* marks the source's active call; other numbers are inactive results; . = not tested or not shown.

entry | molecule | zfTRPN1 agonist | Wee1 stabilizer | TNF death inh | TRPML3 agonist | RBBP9 inh | CHOP inh | Ba/F3 V617F tox | PPC-1+TRAIL kill | BaF3 tox
1 | COc1ccc(C2CC(c3ccccc3)=NN2C(=O)COC(=O)c2cc(S(=O)(=O)N3CCOCC3)ccc2Cl)cc1 (configuration not stated) | -0.6 | 0 | 0.3 | 0.6 | -2 | -23 | -7 | 25 | -1
2 | COc1ccc(CC(=O)Oc2cc(C)[nH]c(=O)c2[N+](=O)[O-])cc1 | 1.7 | 0 | 1.8 | 0.8 | 0 | 18 | -2 | -3 | 5
3 | Nc1ccc2c(c1)CCC2=O | 2.2 | 0 | -0.4 | 1.0 | 7 | . | 2 | . | 2
4 | COCCCn1nnnc1SCC(=O)N1CCN(C(=O)c2ccco2)CC1 | -1.6 | 1 | -0.8 | 0.3 | -5 | 8 | 1 | 6 | 8
5 | Cc1ccc(NC(=O)c2cc(NC(=O)c3ccccc3C(=O)O)ccc2N2CCCCC2)cc1 | -1.6 | 2 | 1.8 | -0.5 | 0 | 10 | -1 | 15 | 5
6 | Clc1ncnc2scc(C3COc4ccccc4O3)c12 (configuration not stated) | -0.9 | -2 | -14 | 1.2 | -1 | -4 | 5 | 20 | -3
7 | CCCN(Cc1ccco1)S(=O)(=O)c1ccc(OC)c(OC)c1 | -0.7 | 0 | -0.8 | -0.2 | -1 | 0 | 2 | 11 | -7
8 | COc1ccc2c(c1)OC(c1ccccc1)(C(F)(F)F)NC2=O (configuration not stated) | -1.3 | -1 | 2.2 | 0.1 | -2 | 8 | -3 | 6 | -1
9 | COC(=O)c1ccccc1NC(=O)Cn1cc(Br)cn1 | -0.3 | -1 | -1.9 | -0.6 | 8 | 34 | 1 | -5 | 1
10 | COc1cccc(C(=O)N/N=C2\SCC(=O)N2Cc2ccc3c(c2)OCO3)c1 | -0.9 | 2 | -2.4 | 0.6 | -8 | 10 | -2 | 9 | 6
11 | CC1CCN(C(=S)c2cn(Cc3ccc(F)cc3)c3ccccc23)CC1 | 0.2 | 2 | -1.8 | 1.1 | -4 | 26 | -3 | 30 | 1
12 | CCc1nc2c(n1O)CCc1nonc1-2 | -1.0 | -2 | -0.1 | 0.7 | -7 | -24 | -2 | 13 | 4
13 | CCOC(=O)c1nc2ccccc2c(C)c1C | 1.9 | -2 | -1.3 | -0.1 | -4 | 16 | 3 | 3 | 3
14 | O=c1c2cnn(-c3ccccc3)c2ncn1Cc1ccccc1F | 1.5 | -2 | 0.6 | 0.6 | 1 | 47 | -7 | 1 | -3
15 | CCCn1c(SCC(=O)N2c3ccccc3Sc3ccccc32)nc2ccccc21 | 0.6 | 2 | 1.8 | -0.6 | -11 | -10 | -2 | -4 | 3
16 | O=C(O)c1ccc(Cl)c(S(=O)(=O)NCc2ccco2)c1 | 1.6 | 1 | -3.1 | 0.7 | -4 | -12 | -2 | -14 | 3
17 | COCC(=O)NCc1ccc2c(c1)cc(C)n2C | 1.2 | -2 | -3.3 | 1.2 | -7 | 4 | 2 | 10 | 2
18 | COc1ccccc1OCc1ccc(C(=O)NN)o1 | -1.0 | -2 | 1.4 | -0.7 | 0 | -8 | 8 | 14 | -1
19 | COc1ccccc1C(=O)NCC(=O)OCc1ccc(Br)cc1 | -2.7 | 3 | 0.2 | -0.9 | -4 | 9 | -3 | 13 | 1
20 | CCCCCNC1=CC(=O)CC(c2ccccc2)C1 (configuration not stated) | 0.6 | -3 | -6.8 | -0.9 | 1 | 13 | 0 | 21 | 5
21 | O=C(CSc1nnc(-c2n[nH]c3ccccc23)n1-c1ccccc1)Nc1cccc(Cl)c1 | 0.3 | -2 | 2.4 | 0.6 | -9 | 51 | -3 | 15 | 2
22 | Cc1cccc(C(=O)NC2CC3CCCC(C2)N3S(=O)(=O)c2ccccc2)c1 (configuration not stated) | -0.9 | 0 | -0.5 | 0.0 | -8 | 0 | -1 | 12 | 3
23 | COc1ccc(C(=O)Nc2ccc3nc(N4CCCCC4)cc(C)c3c2)cc1OC | 0.2 | -1 | 6.6 | 0.1 | -6 | -7 | -3 | -16 | 3
24 | Cc1ccc(S(=O)(=O)N(C)CC(=O)OCC(=O)NC(c2ccccc2)c2ccccc2)cc1 | -0.9 | 1 | 1.9 | -0.2 | -1 | -18 | 0 | 9 | 4
25 | COc1ccc(N2CCN(C(c3cccc(OC)c3OC)c3nnnn3C3CCCC3)CC2)cc1 (configuration not stated) | -0.1 | 7 | -1.0 | -0.7 | 1 | 74* | 4 | -2 | 8
26 | CCCNc1nc(Cl)nc(NCc2cccnc2)n1 | 0.4 | -4 | 4.9 | 0.0 | -13 | 14 | -3 | -16 | -1
27 | COc1ccc(CCNC(=O)c2ccc(-c3ccc([N+](=O)[O-])cc3Cl)o2)cc1 | 1.5 | 1 | 1.9 | 0.5 | -7 | -4 | -2 | 15 | 3
28 | O=C(NC1CC1)C1=COCCO1 | -0.7 | 0 | -0.9 | 1.1 | -3 | 44 | -4 | -8 | -1
29 | Cc1cc(=O)oc(C)c1C(=O)NCCc1ccccc1 | -1.0 | -2 | 0.7 | 0.3 | 2 | -26 | 5 | 8 | 9
30 | Cc1onc(-c2ccccc2Cl)c1C(=O)NCc1cccs1 | -0.3 | -2 | 0.8 | -0.4 | -5 | 20 | -5 | 4 | 0
31 | COc1ccc(-c2csc(NC(=O)CC(C)C)n2)cc1 | -0.1 | 0 | 1.5 | 1.1 | 1 | -8 | -1 | 1 | 2
32 | Cc1ccc(NC(=O)CC2Nc3ccccc3NC2=O)cc1Cl (configuration not stated) | -0.9 | 1 | -1.2 | -0.5 | -5 | . | 1 | 36 | 6
33 | Cc1cccc(NC(=S)N(Cc2ccco2)C(C)c2cccs2)c1 (configuration not stated) | 1.7 | 3 | -1.6 | 1.5 | -4 | 21 | 0 | 0 | 9
34 | COc1ccc(-c2cc(N)n(S(=O)(=O)c3ccc(C)cc3)n2)c(OC)c1 | -1.0 | -1 | 1.0 | -0.9 | -7 | 9 | -4 | 6 | 4
35 | CC(C)C(=O)N(c1ccc(F)cc1)C1C=CS(=O)(=O)C1 (configuration not stated) | 0.7 | 1 | 0.7 | 0.6 | 1 | -18 | 2 | 0 | 5
36 | C=CCn1c(SCC(=O)NCc2ccc3c(c2)OCO3)nc2scc(-c3ccc(F)cc3)c2c1=O | -1.2 | 1 | 0.7 | -0.3 | -4 | -6 | -4 | 24 | 1
37 | O=S(=O)(Nc1ccncc1)c1ccc(Cl)cc1 | 0.4 | 0 | 0.0 | 0.9 | -10 | 5 | -2 | -7 | 4
38 | COc1ccc(NC(=O)Cn2nc([N+](=O)[O-])c(Cl)c2C)cc1OC | 0.2 | -4 | 2.5 | 0.8 | -2 | -2 | -3 | 4 | 1
39 | Cc1nc2c(=O)n(-c3ccc(F)cc3F)nc(C)c2s1 | 1.8 | 0 | 0.4 | 0.0 | -8 | -6 | -3 | 23 | 0
40 | Cc1ccccc1OCC(=O)Nc1ccc2oc(=O)ccc2c1 | 0.6 | 1 | 0.7 | 0.5 | -8 | 11 | -4 | 6 | 3

Gathered by group, the compounds so far containing a COOH group.
entry | molecule | zfTRPN1 agonist | Wee1 stabilizer | TNF death inh | TRPML3 agonist | RBBP9 inh | CHOP inh | Ba/F3 V617F tox | PPC-1+TRAIL kill | BaF3 tox
5 | Cc1ccc(NC(=O)c2cc(NC(=O)c3ccccc3C(=O)O)ccc2N2CCCCC2)cc1 | -1.6 | 2 | 1.8 | -0.5 | 0 | 10 | -1 | 15 | 5
16 | O=C(O)c1ccc(Cl)c(S(=O)(=O)NCc2ccco2)c1 | 1.6 | 1 | -3.1 | 0.7 | -4 | -12 | -2 | -14 | 3

Next entries follow.
entry | molecule | zfTRPN1 agonist | Wee1 stabilizer | TNF death inh | TRPML3 agonist | RBBP9 inh | CHOP inh | Ba/F3 V617F tox | PPC-1+TRAIL kill | BaF3 tox
41 | CCOc1cc(/C=C2\SC(=N)N(c3nccs3)C2=O)ccc1OCCN1CCOCC1 | 2.7 | 0 | -0.8 | 0.7 | -6 | -160 | 7 | 36 | 6
42 | CCn1c(SCC(=O)Nc2sc(C)c(C)c2C#N)nnc1C1CC1 | 1.6 | 3 | 4.5 | -0.5 | -7 | 6 | -1 | 28 | -1
43 | Nc1nccnc1C(=O)N/N=C/c1ccco1 | 0.7 | -1 | -5.5 | 0.4 | -8 | -18 | 1 | 21 | 2
44 | CCc1ncc(C(=O)c2ccc(OC)cc2)n1C | -1.5 | 4 | -1.0 | 0.8 | -2 | 2 | -1 | 8 | -1
45 | Cc1cccc(NS(=O)(=O)c2ccc3c(c2)NC(=O)CC(=O)N3)c1 | 0.1 | -3 | 0.1 | 0.7 | -9 | 2 | -5 | 0 | 1
46 | CCCCOc1ccc2c(C)cc(=O)oc2c1OCCCC | -1.0 | 0 | -2.3 | -0.4 | 4 | 12 | -3 | 7 | 3
47 | COc1cccc(C2c3[nH]c4ccccc4c3CCN2Cc2cnn(C)c2)c1 (configuration not stated) | 2.1 | 7 | 1.9 | 0.0 | -9 | 9 | -4 | 9 | -1
48 | Cc1ccc(/C=C/C(=O)c2c(C)cc(C)[nH]c2=O)cc1 | 0.0 | -1 | -9.7 | 0.1 | -2 | 1 | -4 | 11 | -1
49 | c1ccc2c(c1)OCCOCCOCCOCCOCCOc1ccccc1OCCOCCOCCO2 | 11 | -1 | 1.5 | 12* | -10 | 63 | -3 | 22 | 4
50 | O=[N+]([O-])c1nn(-c2ccc3c(c2)OCCO3)n(O)c1=NC1CCCC1 | -0.9 | -2 | -0.4 | 0.4 | 2 | 44 | -1 | 18 | 6
51 | CN=C1S/C(=C\c2cccn2-c2cccc(Br)c2)C(=O)N1C | 0.0 | -1 | -2.9 | 0.6 | 0 | . | -4 | . | 1
52 | O=C(O)c1ccc(S(=O)(=O)N2CCC(c3nc(-c4ccccc4Cl)no3)CC2)cc1 | -0.1 | 6 | 0.8 | 0.4 | -9 | 13 | 0 | 2 | 2
53 | Cc1ccccc1-c1nnc(-c2ccccc2C)o1 | -1.2 | 3 | -2.7 | 0.1 | -10 | 69 | 0 | 16 | 2
54 | CCc1cccc(NC(=O)COc2ccccc2)c1 | -0.3 | 0 | 1.8 | 0.3 | -3 | 6 | 0 | 20 | 0
55 | O=C(COC(=O)c1ccccc1Br)Nc1ccc(F)cc1 | -0.5 | -1 | 1.2 | -0.6 | -9 | 9 | 6 | 8 | 4
56 | COc1ccc(N2C(=O)CSCC2=O)cc1OC | -0.1 | 0 | 0.7 | 0.2 | 1 | 5 | -6 | 19 | -2
57 | Cn1cc(CN2CCCC(C(=O)c3nccn3C)C2)c(-c2cccc(Cl)c2)n1 (configuration not stated) | -0.7 | -2 | 1.3 | 1.1 | -1 | 1 | -1 | 16 | 5
